S3 lipid droplet – qHTS Assay for Lipid Storage Modulators in Drosophila S3 Cells; Drosophila S3 cells, BODIPY lipid droplet fluorescence, 18-24 h; cells fed with added oleic acid; Potency in µM for hits, for the others lipid storage change, negative = inhibition, % at the top dose, mostly 46.1 µM; actives 0.64% (n = 320,000); active = well fitted inhibition curve with a large enough effect in the signal ratio, with a control signal flat, not every such curve was filed as active; inconclusive = small, poorly fitted or top-dose-only effect, or effect the other way, or a change in a side signal; the % refers to the signal ratio
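Drosophila S3 cells got compounds at several concentrations plus oleic acid (400 uM solution). Laser-scanning cytometry with 488 nm excitation read lipid droplets at 500-530 nm and cells at 575-640 nm. Percent activity was relative to 20 uM Triacsin C.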
S3 lipid droplet cell count max – further read-out of S3 lipid droplet, marked with its call; cell number change, %; measured here: cell count max response;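 cells counted by Cell Tracker Red CMTPX staining in the red channel; peak over a dose series mostly up to 46.1 µM; percent activity relative to internal control wells on each plate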
Starred values were filed as active, the others as inactive; i = inactive; ? = inconclusive; . = no result given. % is scaled to controls: 0 for no effect and ±100 for the full control effect; potency is read from the fitted curve at half-maximal effect.

SMILES	S3 lipid droplet	S3 lipid droplet cell count max
CCN(CC)c1ccc(/C=N/NC(=O)Nc2nonc2N)cc1	?	.
COc1ccc(NS(=O)(=O)c2ccc(N/N=C/c3ccc(N4CCOCC4)cc3)c([N+](=O)[O-])c2)cc1	?	.
COc1ccc(C2C(C(=O)N3CCN(C)CC3)c3ccccc3C(=O)N2C2CCCCC2)cc1 (centres undefined)	5%	-21
S=C(NCc1ccco1)Nc1ccc(Oc2ccc(Cl)cc2)cc1	-2%	0
CCOc1ccc(-n2c(C)nc3cc(C(=O)NCCN4CCOCC4)ccc32)cc1	7%	2
COC(=O)c1sc(NC(=O)CCCn2nc([N+](=O)[O-])cc2C)c(C(=O)OC)c1C	?	.
COCCN(CC1CCCN(C2Cc3ccccc3C2)C1)C(=O)CCC(C)=O (centres undefined)	-5%	8
COc1ccc(OC)c(NC(=S)N2CCCC2)c1	i	-5
CCOc1cc(C=O)ccc1OCCCN1C(=O)NC(C)(C)C1=O	?	.
COC(=O)c1c(NC(=O)CN(c2ccc(C)c(C)c2)S(C)(=O)=O)sc2c1CCCC2	?	.
CCOC(=O)Cn1nc(/C=C/c2ccc(C)cc2)ccc1=O	i	.
CC1(C)CC(=O)C(N=Nc2cc(S(=O)(=O)N3CCOCC3)ccc2Cl)=C(O)C1	?	.
CC(OC(=O)CN1C(=O)c2ccccc2C1=O)C(=O)NC1CCCC1 (centres undefined)	?	.
O=[N+]([O-])c1cccc(C(=Nc2ccccc2Cl)NO)c1	i	.
CCN(CC)c1ccc(N2C(=O)/C(=C/c3ccccn3)SC2=S)cc1	0%	-7

Fetched one by one from above, 3 records:
SMILES	S3 lipid droplet	S3 lipid droplet cell count max
COC(=O)c1c(NC(=O)CN(c2ccc(C)c(C)c2)S(C)(=O)=O)sc2c1CCCC2	?	.
CCOc1cc(C=O)ccc1OCCCN1C(=O)NC(C)(C)C1=O	?	.
CC(OC(=O)CN1C(=O)c2ccccc2C1=O)C(=O)NC1CCCC1 (centres undefined)	?	.

Next structures follow.
SMILES	S3 lipid droplet	S3 lipid droplet cell count max
Nc1nnc(SCc2cccc(C(F)(F)F)c2)s1	22%	-12
COc1ccc(C(=O)NCCS(=O)(=O)N2CCc3ccccc3C2)cc1	21%	-21
COc1cc(CNC(C)C23CC4CC(CC(C4)C2)C3)ccc1OCC(=O)NC(C)(C)C (centres undefined)	12%	18
N#Cc1c2n(c3c(N)ncnc13)CCCCC2	?	.
CCOC(=O)c1ccc2c(c1)C1C=CCC1C(C(=O)O)N2 (centres undefined)	?	.
Cc1cc(C)n(-c2ccc(C(C)C)cc2)c(=O)c1C#N	10%	2
COc1ccc(/C(N)=N/OC(=O)c2ccc3c(c2)OCO3)cc1	?	.
Cc1ccc(NC(=S)NCC(C)C)cc1	3%	11
O=c1[nH]c(CN2CCN(Cc3ccccc3)CC2)nc2scc(-c3ccccc3)c12	6%	5
COc1ccc(-c2nnc(SCCC(=O)O)n2-c2ccccc2)cc1OC	2%	14
Cn1c(SCCOc2ccccc2Cl)nnc1-c1cccs1	-4%	-18
Cc1ccc(C(=O)NCc2ccco2)cc1	?	.
O=C(Nc1cc(Cl)ccc1N1CCOCC1)c1cccnc1Cl	-3%	7
CCn1c(SCC(=O)NCC2CCCO2)nnc1-c1ccccc1OC (centres undefined)	19%	0
O=C(CN1CCN(c2ccccc2O)CC1)Nc1ccc([N+](=O)[O-])cc1Br	1%	-14
COc1ccccc1CNS(=O)(=O)c1c(C)[nH]c(=O)[nH]c1=O	?	.
CCCN(CCC)C(=O)CCS(=O)(=O)c1cccc2nsnc12	?	.
CCOc1ccc(C(=O)N(CN2CCCC2=O)c2cccc(Cl)c2)cc1	14%	16
Cc1nnc(SCC(=O)Nc2ccccc2)n(N)c1=O	?	.
O=C(c1nc2ncccn2n1)N1CCc2ccccc2C1	?	.
O=C(Nc1ncccc1O)c1cccc(S(=O)(=O)N2CCN(c3ccc(F)cc3)CC2)c1	i	-23
Cc1ccc2nc(-c3ccccc3C)oc(=O)c2c1	i	-1
COC(=O)c1c(NC(=O)c2cccc(S(=O)(=O)N3CCN(C)CC3)c2)sc(C)c1C	?	.
S=c1nc(-c2ccccc2Cl)[nH][nH]1	?	.
CC(=O)c1ccc([C@@H]2C[C@]34CN(Cc5cccc(C(F)(F)F)c5)S(=O)(=O)[C@H]3C[C@H]2O4)cc1	?	.
CC(C)CCn1c(=O)c2ccccc2n2c(CN3CCOCC3)nnc12	?	.
Cc1cc(C)nc(NC(=O)CSc2nn(C)c(=S)s2)n1	?	.
O=C(CSc1nc2cc(Cl)ccc2s1)c1cc2ccccc2o1	?	.
Cc1ccc(NC(=O)CCNS(=O)(=O)c2ccc3c(c2)oc(=O)n3C)cc1	-8%	-4
CN(Cc1ccccc1NS(=O)(=O)c1ccc2ccccc2c1)C1CCCCC1	i	.

A portion from further up:
SMILES	S3 lipid droplet	S3 lipid droplet cell count max
CCN(CC)c1ccc(/C=N/NC(=O)Nc2nonc2N)cc1	?	.
COc1ccc(NS(=O)(=O)c2ccc(N/N=C/c3ccc(N4CCOCC4)cc3)c([N+](=O)[O-])c2)cc1	?	.

(next part)
SMILES	S3 lipid droplet	S3 lipid droplet cell count max
COC(=O)c1ccccc1NC(=O)COc1ccc(S(=O)(=O)NC(C)C)cc1	-25%	-6
CCN1C(=O)[C@@H]2[C@H](C1=O)[C@@H]1C(=O)Nc3ccccc3C(=O)N1[C@@H]2c1cccc(OC)c1	-4%	-1
CCCCCCNC(=O)CSc1nccn1Cc1ccccc1	?	.
CCN(CC)S(=O)(=O)c1ccc(/C=C/C(=O)OCC(=O)Nc2cccc3ccccc23)cc1	8%	15
COc1ccc(CC(=O)N(CC2CCCO2)c2nc3ccccc3s2)cc1 (centres undefined)	-3%	0
CN(C)CCN(C(=O)C1CCN(S(=O)(=O)c2cccs2)CC1)c1nc2c(F)cccc2s1	?	.
C/C(N)=C(/C#N)C(=O)COC(=O)c1cccc(C)c1O	?	.
CCOC(=O)N1CCC(NC(=O)c2cc(C(=O)Nc3cccc(OC)c3)ccc2CO)CC1	?	.
Brc1ccccc1-c1nnc(CSc2nnnn2-c2ccccc2)o1	i	-23
COc1ccc([C@H]2CC(=O)C=C(C#CC(C)(C)C)C2)cc1	?	.
C/C(=N\NC(=O)c1ccc(N/N=C(\C)c2ccc(O)cc2)cc1)c1ccc(O)cc1	6%	16
O=C(COC(=O)c1cccnc1Cl)NCC1CCCO1 (centres undefined)	?	.
CCN1CCN(C(=O)CCc2nc3ccccc3c(=O)[nH]2)CC1	?	.
Cc1cc(NC(=O)CSc2ccc3nnc(-c4ccccc4)n3n2)no1	?	.
Cc1ccccc1C(=O)NC1CC2CCCC(C1)N2Cc1ccc(Cl)cc1 (centres undefined)	3%	2
COc1ccc(CN2CCN(CC(O)Cn3c4ccccc4c4ccccc43)CC2)cc1 (centres undefined)	?	.
COc1ccc(C2=NOC(C(=O)NC(C)(C)C)C2)cc1 (centres undefined)	?	.
CCn1c(COc2ccc(C)cc2)nnc1SCC(=O)Nc1cc(OC)ccc1OC	?	.
O=C(/C=C\Nc1ccccn1)c1ccccc1	?	.
O=C(Nc1ccc([N+](=O)[O-])cc1)c1cc(-c2ccccn2)nc2c(Cl)cccc12	-19%	.
CN(C)/C=C(/C(=O)c1ccc(F)cc1)S(=O)(=O)c1ccc(F)cc1	?	.
Cc1cc(NC(=O)Nc2ccc(Cl)cc2)n(C(C)(C)C)n1	11%	16
CC(C)Oc1ccccc1OCCN(C)C	4%	10
CCCCNC(=S)N(C)/N=C/c1ccc(OCc2ccc(C(=O)OC)cc2)c(OC)c1	4%	7
Cc1cc(S(=O)(=O)N2CCCC2)ccc1OCC(=O)NCc1ccccn1	?	.
Cc1cc(NC(=O)COC(=O)CCCOc2ccc(Cl)cc2C)no1	?	.
O=C(O)c1ccc(CSCc2ccccc2F)o1	?	.
O=C1C(Cc2ccccc2)Nc2ncnc(N3CCc4ccccc4C3)c2N1Cc1ccc(Br)cc1 (centres undefined)	?	.
Cc1cccc(CCNC(=O)C2CCC(=O)N2Cc2ccc(F)cc2)c1 (centres undefined)	?	.
CCC1CCCCN1C(=O)COc1cc(=O)n(C)c2ccccc12 (centres undefined)	?	.

Arranged by number of heavy atoms (smallest number first): part of the list above.
SMILES	S3 lipid droplet	S3 lipid droplet cell count max
COc1ccc(C2=NOC(C(=O)NC(C)(C)C)C2)cc1 (centres undefined)	?	.
CN(C)/C=C(/C(=O)c1ccc(F)cc1)S(=O)(=O)c1ccc(F)cc1	?	.
COc1ccc(CN2CCN(CC(O)Cn3c4ccccc4c4ccccc43)CC2)cc1 (centres undefined)	?	.

Next records follow.
SMILES	S3 lipid droplet	S3 lipid droplet cell count max
COc1ccc(NC(=O)C2CCN(S(=O)(=O)c3ccc(N4CCCC4=O)cc3)CC2)c(OC)c1	i	-9
Cc1ccccc1Cn1c(O)c(N=NC(=S)Nc2ccccc2F)c2ccccc21	-10%	5
COC(=O)c1cc(OC)c(OC)cc1NC(=S)N1CCCCC1	?	.
COc1cccc(CNC(=O)CSc2ccc(-c3ccccn3)nn2)c1	1%	10
CCCCN(Cc1ccccc1)C(=O)C1CCC(=O)N(CCc2ccccn2)C1 (centres undefined)	?	.
CCOC(=O)c1cccc(NC(=O)Nc2cc(OC)ccc2OC)c1	?	.
Cc1ccc(S(=O)(=O)C2(S(=O)(=O)c3ccc(C)cc3)CCCC2)cc1	?	.
C[n+]1ccccc1/C=C/c1ccccc1Cl	?	.
CC(C)OCCCNC(=O)CNC(=O)c1ccc(Cl)c(Cl)c1	?	.
COc1ccccc1N1CCN(C(=O)COc2cc(C)ccc2C)CC1	26%	22
COc1ccc(CCNC(=O)C(C(=O)c2ccc(F)cc2)n2ccccc2=O)cc1OC (centres undefined)	15%	1
CCOC(=O)c1cc(-c2ccncc2)nc2c1c(C)nn2-c1ccccn1	?	.
NC(=O)c1ncn([C@@H]2O[C@H](CO)[C@@H](O)[C@H]2O)n1	0%	-8
Cc1cc(NC(=O)COC(=O)CCC(=O)c2ccc(F)cc2)no1	-10%	5
COc1cccc(/C=N\NS(=O)(=O)c2ccccc2)c1OC	-21%	18
CC(C)c1ccc(NC(=O)CSc2nc3ccsc3c(=O)n2CCC(=O)O)cc1	?	.
COc1ccc(C(=O)O/N=C(\N)c2ccccc2Cl)cc1OC	9%	1
O=C(O)CC(=O)Nc1ccccc1	?	.
Cc1sc2ncnc(SCC(=O)NC(=O)NCc3ccco3)c2c1C	?	.
CCOC(=O)N1CCC(N(CCN(C)C)C(=S)Nc2cccc(Cl)c2)CC1	4%	0
COc1ccc(-n2ccnc2SCC(=O)NO)cc1	0%	2
COc1cc(NC(=O)CSc2ncnc3sc4c(c23)CCCC4)c(C(=O)O)cc1OC	?	.
CCN1CCN(C(=O)CCCCCn2c(=O)[nH]c3cc(C(=O)OC)ccc3c2=O)CC1	-2%	12
NC(=O)CC(NC(=O)Cc1ccc(Cl)cc1)c1ccc(NC2CCCC2)c([N+](=O)[O-])c1 (centres undefined)	8%	17
Cc1c(NC(=O)Nc2cccc(Cl)c2)c(=O)n(-c2ccccc2)n1C	?	.
COC(=O)CCC(NC(=O)c1cc(C)oc1C)C(=O)OC (centres undefined)	2%	16
CC1(C2CC2)NC(=O)N(CC(=O)N2CCN(c3ccccc3)CC2)C1=O (centres undefined)	?	.
CN(Cc1cnn(C)c1)C(=O)C1CCCCC1C(=O)O (centres undefined)	5%	-2
O=C(NCCc1ccc(Cl)cc1)c1ccc(=O)[nH]c1	?	.
CCOc1ccc2nc(NC(=O)Cn3c(C)csc3=O)sc2c1	?	.
Cn1c(SCCCC(=O)c2ccccc2)nnc1-c1ccncc1	?	.
O=S1c2ccccc2Nc2ccccc21	?	.
COc1cc(-c2cc(N)n(S(=O)(=O)c3ccc(F)cc3)n2)cc(OC)c1OC	?	.
CCCCn1c(NCCO)nc2ccccc21	-2%	-3
COc1cccc(-c2nnc3sc(-c4ccccn4)nn23)c1	?	.
COc1ccc2c(c1)CC/C2=N\NC(=O)c1ccccc1	?	.
Cc1occc1C(=O)N1CCCC(N2CCN(c3cccc(C(F)(F)F)c3)CC2)C1 (centres undefined)	?	.
COc1ccccc1NC(=O)Cn1ncc2c1-c1ccccc1OC2	?	.
CCOC(=O)CN1C=C(c2ccc3ccccc3n2)C(C[N+](=O)[O-])c2ccccc21 (centres undefined)	?	.
O=C(COC(=O)c1cc(S(=O)(=O)N2CCOCC2)ccc1F)NC1CCCCC1	i	12
Cc1cccc(NC(=O)C2CCN(S(C)(=O)=O)CC2)c1C	?	.
Cc1c(C)c(C)c(C(=O)C2CCN(c3ccc([N+](=O)[O-])cn3)CC2)c(C)c1C	0%	2
Cc1ccc(-c2nc3ccccc3[nH]2)cc1NC(=O)c1ccco1	?	.

Complete entries from above. Screens in order: S3 lipid droplet	S3 lipid droplet cell count max
Record of `Cn1c(SCCCC(=O)c2ccccc2)nnc1-c1ccncc1` → ?	.
Record of `Cc1c(C)c(C)c(C(=O)C2CCN(c3ccc([N+](=O)[O-])cn3)CC2)c(C)c1C` → 0%	2
Record of `Cc1cccc(NC(=O)C2CCN(S(C)(=O)=O)CC2)c1C` → ?	.

Only part of the results is shown (hit frequency here may not be typical).
